Bioassay records: PubChem, several laboratories
HTR5A ag = activates human HTR5A in OPRM1-OPRD1 agonist counter-screen; P47898; HTR5A agonist assay, luminescence, cell-based; activation, % at 9.3 µM; 340,000 tested, 0.61% active; AID 504692; in the data active means activation mostly above about 9.5%, no sharp cut-off; inactive means mostly below about 7.6%;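 further: 0% = cells with vehicle only and 100% = reference agonist; strong numbers were not always called active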
HTR5A inv ag = inverse agonist of human HTR5A in OPRM1-OPRD1 counter-screen. HTR5A cell line, luminescence, inverse agonism. 340,000 tested, 0.083% active. P47898. inhibition, % at 9.3 µM; in the data active means inhibition mostly above about 23%, no sharp cut-off; inactive means mostly below about 18%;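 further: 0% = cells with DMSO and 100% = no-cell wells with DMSO; some compounds called inactive have numbers as strong as hits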
Pemphigus Ab inh = blocks pemphigus antibody binding to human desmoglein-3; 310,000 tested, 0.48% active; DSG3-coupled beads, scFv-anti-DSG3-GFP binding, flow cytometry; active compounds read low; AID 588358; binding (percent of control), % at 10 µM;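 active means binding more than 3 SD below its plate's average and above zero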;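 further: hits lower antibody fragment binding to DSG3; some compounds called inactive have numbers as strong as hits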
Target sequence (P32926 whole entry, looked up, the tested form may be a part): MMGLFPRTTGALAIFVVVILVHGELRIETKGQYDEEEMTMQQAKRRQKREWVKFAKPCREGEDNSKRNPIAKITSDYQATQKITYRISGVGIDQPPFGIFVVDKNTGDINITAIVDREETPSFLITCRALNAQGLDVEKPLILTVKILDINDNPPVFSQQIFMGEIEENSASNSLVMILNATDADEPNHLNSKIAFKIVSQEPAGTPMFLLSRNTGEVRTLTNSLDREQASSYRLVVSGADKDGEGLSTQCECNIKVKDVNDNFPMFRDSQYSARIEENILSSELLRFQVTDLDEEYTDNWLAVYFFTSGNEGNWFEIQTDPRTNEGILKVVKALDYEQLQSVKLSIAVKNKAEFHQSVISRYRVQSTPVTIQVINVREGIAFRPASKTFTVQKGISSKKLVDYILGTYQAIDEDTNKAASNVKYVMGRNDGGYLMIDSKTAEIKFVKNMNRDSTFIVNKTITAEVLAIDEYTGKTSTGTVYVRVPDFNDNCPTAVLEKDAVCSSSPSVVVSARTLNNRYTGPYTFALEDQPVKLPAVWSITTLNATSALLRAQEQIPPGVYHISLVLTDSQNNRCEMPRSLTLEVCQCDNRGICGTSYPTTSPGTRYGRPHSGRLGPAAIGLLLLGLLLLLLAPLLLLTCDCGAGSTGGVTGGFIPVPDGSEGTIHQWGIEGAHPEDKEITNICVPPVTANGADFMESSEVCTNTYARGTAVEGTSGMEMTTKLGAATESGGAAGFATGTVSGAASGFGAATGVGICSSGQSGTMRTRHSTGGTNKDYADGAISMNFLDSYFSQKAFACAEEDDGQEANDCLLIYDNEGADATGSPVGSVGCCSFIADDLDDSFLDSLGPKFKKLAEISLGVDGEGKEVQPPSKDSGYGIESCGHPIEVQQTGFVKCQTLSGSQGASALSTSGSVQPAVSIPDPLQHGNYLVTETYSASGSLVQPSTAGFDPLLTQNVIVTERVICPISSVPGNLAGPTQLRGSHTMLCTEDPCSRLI
PKA-R1A activ = activates the PKA-R1A holoenzyme complex; PKA-R1A dissociation, Cy5-IP20 fluorescence polarization; scaled: DMSO 0%, 113 µM cGMP 100%; activation, % at 11.4 µM; 340,000 tested, 0.083% active; AID 504707;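 active means percent activation above the mean of all tested compounds plus 3 SD, cut at about 19% in these data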;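 further: higher means more PKAc released from R1A so a rise in polarization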
DAGLB inh = blocks human DAGLB lipase activity | Q8NCG7 | HEK293T DAGLB membrane lysate, EnzChek fluorogenic substrate | inhibition, % at 5.17 µM | 340,000 tested, 0.059% active; in the data active means inhibition above about 34%;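 further: 0% = enzyme with vehicle and 100% = wells lacking enzyme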
OPRM1-OPRD1 ag = agonists of human mu-delta opioid receptor heterodimerization; P35372+P41143; cells, OPRM1-OPRD1 heterodimerization, luminescence; activation, % at 9.3 µM; 340,000 tested, 0.3% active; in the data active means activation above about 18%;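 further: 0% = vehicle-treated cells and 100% = reference agonist; values of inactives mirror those of a sister screen read the other way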
PKA-R2B act = activators of human PKA-R2B complex; P22694+P31323; PKA-R2B holoenzyme dissociation, Cy5-IP20 fluorescence polarization; R2B truncated from residue 108, S112A mutant; 0% DMSO only, 100% 113 µM cGMP; activation, % at 11.4 µM; 340,000 tested, 0.079% active;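 active means activation above a cutoff set at the mean over all compounds plus 3 SD, cut at about 18% in these data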;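 further: higher means more holoenzyme dissociation and a rise in polarization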
OPRM1-OPRD1 inv = inverse agonists of human mu-delta opioid receptor heterodimerization. inhibition, % at 9.3 µM. AID 504357. 340,000 tested, 0.21% active. cell-based MOR-DOR heterodimer luminescence, inverse agonism. P35372+P41143; in the data active means inhibition above about 22%, passing the limit was not always enough;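 further: 0% = cells with DMSO and 100% = wells without cells with DMSO; values of inactives mirror those of a sister screen read the other way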
V-ATPase pHluor = regulators of yeast V-ATPase proton transport | S. cerevisiae, pHLuorin cytosolic pH fluorescence | response, % at 10 µM | 350,000 tested, 0.37% active | AID 504577; in the data active means response mostly above about 7.3%, no sharp cut-off; inactive means mostly below about 5.4%; further: actives read high; inactives centre near 0; some compounds called inactive have numbers as strong as hits; reference of the scale not given here
Arr AP2 block = human beta-arrestin and AP2 interaction inhibition. FITC-arrestin peptide / GST-AP2 beads, flow cytometry; AP2 beta2 appendage carries R879A mutation. inhibition, % at 10 µM. 340,000 tested, 0.31% active. AID 504490;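 active means inhibition above a set limit, near 3 SD of compounds lacking own fluorescence, cut at about 54% in these data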;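 further: plate controls were DMSO wells for no effect and 5 µM unlabelled arrestin peptide for full effect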
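Test system: GST-tagged AP2 beta2-adaptin appendage (R879A) on 4 µm glutathione beads; also added: fluorescein-tagged arrestin peptide at 50 nM final; timing: 12 min plus 1 h, RT; signal: flow cytometry, FL1 (488/535 nm); read-out: percent drop in bead-associated FITC signal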
* = called active by the depositor; nt = not tested or not shown. No enrichment for hits; 2.4% or so of the library scored in one or more.

SMILES	HTR5A ag	HTR5A inv ag	Pemphigus Ab inh	PKA-R1A activ	DAGLB inh	OPRM1-OPRD1 ag	PKA-R2B act	OPRM1-OPRD1 inv	V-ATPase pHluor	Arr AP2 block
CC(C)(C)c1ccc(C(=O)NC(=S)NCC2CCCO2)cc1 (configuration not stated)	2	-6	102	-2	0	-2.1	-4	13	2	-3
CCOc1ccc(NC(=O)c2ccc(S(=O)(=O)N3CCOCC3)cc2)cc1	0	0	nt	-6	-2	0.6	-3	-5	-6	37
COc1ccc(NC(=O)c2ccc3nc[nH]c3c2)cc1	0	0	114	2	0	-0.4	5	2	0	60*
O=C(Cn1ccc2cc(S(=O)(=O)N3CCCC3)ccc21)NCCc1ccccc1	2	-8	98	-3	0	-0.4	-10	2	-3	26
O=C(CCNC(=O)c1ccccc1Cl)NCC1CCCO1 (configuration not stated)	-1	-9	104	-2	1	-0.5	9	3	3	-9
Cc1coc2c(C)c3oc(=O)c(CCC(=O)N(C)CC(=O)O)c(C)c3cc12	0	0	119	3	-4	-2.4	-1	11	3	1
CCN1C(=O)c2ccccc2S(=O)(=O)c2ccc(C(=O)N3CCOCC3)cc21	5	-15	98	-14	-2	-1.1	3	6	4	23
COc1ccc(CNC(=O)CCCN2C(=O)NC3(CCCC3)C2=O)cc1	-3	2	98	11	-1	-1.1	7	5	1	3
Nc1c2c(=O)[nH]c(O)cc2nn1-c1ccccc1	-3	9	95	-4	-1	-1.5	5	8	1	3
Cc1ccsc1/C=C1/SC(=O)N(CC(=O)N2CCOCC2)C1=O	0	0	111	-8	0	-3.5	-1	17	1	1
O=C(CN(Cc1ccco1)C(=O)c1ccc(F)cc1F)Nc1ccccc1C(F)(F)F	7	-17	111	-15	-2	-3.0	-13	12	2	-4
COC(=O)/C(=C\Nc1ccc(Cl)c2ccccc12)c1ncc(C(F)(F)F)cc1Cl	6	4	95	4	-1	-3.7	0	17	3	16
CC(C)(C)c1ccc(C(=O)NCCc2ccccc2)cc1	2	-9	102	-8	-13	-1.5	-5	7	5	18
CC(C)C(=O)Nc1cc(C(F)(F)F)ccc1N1CCOCC1	-2	6	100	-12	4	-0.1	6	1	2	4
CN1CCN(NC(=O)CN2C(=O)/C(=C/c3c(Cl)cccc3Cl)SC2=S)CC1	0	-16	nt	0	13	-2.8	0	15	8	2
COC(=O)CCC(=O)Nc1ccc(S(=O)(=O)Nc2cc(OC)nc(OC)n2)cc1	0	1	87	1	-4	-2.7	-1	12	1	-3
C=CCNC(=O)CSc1n[nH]c(-c2cc(Cl)ccc2OC)n1	0	1	99	-6	-1	-2.4	0	12	-3	0
COC(=O)C1=C(C)N(CCCC(=O)O)C(=O)NC1c1cccc(Cl)c1Cl (configuration not stated)	-6	15	111	-3	-2	0.1	-2	-1	1	4
Cc1cc(C(=O)NN=C2CCCCC2)c2ccccc2n1	-1	-34	129	-8	-1	-3.4	-1	19	3	6
COc1ccc(N=Nc2c(C)[nH][nH]c2=O)cc1	3	-9	89	-2	6	-0.5	-8	3	0	9
C/C(=N\Nc1ccccc1Cl)c1ccc(-n2ccnc2)cc1	-2	-25	nt	-9	-13	1.6	-3	-7	-1	-6
O=C(c1cc2nc(-c3cccs3)cc(C(F)(F)F)n2n1)N1CCCc2ccccc21	-1	9	nt	-3	1	-1.3	-8	8	-7	5
O=C(O)C1C2CCC(O2)C1C(=O)Nc1ccc(O)cc1 (configuration not stated)	3	26	97	-4	0	-0.3	6	2	3	1
COc1ccc(C2NCCCC2c2ccccc2)cc1 (configuration not stated)	-5	21	100	6	-2	-2.6	4	11	-1	-24
CSc1nsc(SCC(=O)Nc2ccc(C(C)=O)cc2)n1	3	0	100	3	-4	0.4	-4	-2	7	5
Cc1cc(C)n(-c2nnc(C)n2NS(=O)(=O)c2ccc(F)cc2)n1	8	-4	98	-7	0	-0.8	-3	5	-2	37
C=CCn1c(SC2CCOC2=O)nc2sc(C)c(C)c2c1=O (configuration not stated)	5	-17	104	-11	-2	-1.2	-8	7	3	-3
O=C1NC(c2ccncc2)Nc2ccccc21 (configuration not stated)	2	-5	93	-5	-2	-2.1	-8	9	1	0
Cc1ccc(S(=O)(=O)c2c[nH]c3ccc(C)cc3c2=O)cc1	-3	11	101	6	0	-0.3	0	1	2	8
CCOc1ccc(/C=N/Nc2nncc(-c3ccccc3)n2)cc1OC	2	-20	102	-2	2	0.5	4	-3	-1	6
O=C(Cn1nnc2ccccc2c1=O)NC1CCCc2ccccc21 (configuration not stated)	-7	19	101	12	-2	1.0	3	-6	-3	1
COc1ccc(C2=NCCn3nc4cc(C(F)(F)F)ccc4c32)cc1	-4	11	106	-6	-3	4.2	-2	-25	0	3
COc1cccc(CN(C)C(=O)c2cccnc2SC)c1OC	-2	5	104	-6	-3	-3.7	-4	17	1	46
Cc1ccccc1N(C(=O)c1snc(C(N)=O)c1N)C(C(=O)NC1CCCCC1)c1ccc(O)cc1 (configuration not stated)	0	0	nt	-1	0	-0.6	-6	4	4	0
COC(=O)C(CC(=O)c1cccc(OC)c1)c1ccc(F)cc1 (configuration not stated)	3	-7	100	0	-7	-1.0	-2	5	-4	4
Cc1ccc(NC(=S)NC2CCN(Cc3ccccc3)CC2)cc1	4	-11	91	-4	-4	1.1	-3	-7	-1	21
Cc1ccc(C(=O)NCCc2nnc3ccc(SCC(=O)Nc4ccccc4F)nn23)cc1	1	15	109	0	-1	0.1	-9	0	5	7
CCN(CC)c1nc(N2CCN(CCO)CC2)nc2ccccc12	-1	-18	113	-7	-2	-0.5	-3	3	0	7
CCOC(=O)c1[nH]c(C)c(C(=O)N(CC)CC)c1C	-4	11	108	-20	-1	-3.7	0	18	1	6
COc1ccccc1-c1nn2c(C(F)(F)F)nnc2s1	-3	11	nt	0	-1	0.5	-6	-3	-1	21
Nc1nonc1C(=O)NCCNC(=O)c1ccc(Cl)c(Cl)c1	2	-4	101	6	1	0.4	0	-2	1	-7
CC(C)c1ccc(NC(=O)CCS(=O)(=O)c2cccc3nonc23)cc1	-2	1	nt	-6	-4	2.0	7	-13	4	-5
O=C(OCc1nnc(-c2ccccc2)o1)C1CC(=O)N(CCc2ccccc2)C1 (configuration not stated)	6	-16	nt	9	-5	-3.5	-3	14	-4	5
CCOc1ccc(NC(=S)N(Cc2ccc(N(C)C)cc2)Cc2ccco2)cc1	5	6	100	-4	1	-1.1	0	6	5	12
O=C1CC(c2ccccc2)Oc2ccc(Cl)cc21 (configuration not stated)	0	1	nt	-10	-15	5.0	-3	-24	4	43
COc1ccc(CCNC(=O)COC(=O)C2CC2)cc1OC	4	-17	104	-2	2	1.9	-3	-10	-2	5
NC(=O)c1ccccc1N1CCCCC1	1	4	111	-2	2	-1.8	-8	9	1	-18
Cc1cc(C)c(NC(=O)NC2CCCCC2)c(C)c1	-1	2	99	5	-2	-1.9	3	10	2	nt
Cc1ccc(N(Cc2ccco2)C(=O)c2cccc(S(=O)(=O)N(C)C)c2)cc1	7	-19	99	0	-4	-2.1	-7	11	-1	-1
S=C1NCN(Cc2ccco2)CN1CCc1ccccc1	0	-10	108	9	-6	0.4	-5	-2	1	18
CCCCCCCCCCn1c2c(c(=N)c3c1CCC3)CCC2	35*	-51	109	7	6	4.3	-2	-23	2	5
COCc1c(C(=O)OC)nnn1-c1ccc(C(F)(F)F)cc1[N+](=O)[O-]	5	9	92	2	2	1.0	-9	-5	-2	-6
O=C(O)c1ccc2cc[nH]c2c1	2	-6	101	14	-5	-2.6	7	14	-4	-2
FC(F)(F)c1nc2ccccc2n1CCNc1nc(CN2CCCCC2)cs1	nt	nt	nt	-7	-1	nt	5	nt	2	23

Given as a markdown table: entries from further up
| mol | HTR5A ag | HTR5A inv ag | Pemphigus Ab inh | PKA-R1A activ | DAGLB inh | OPRM1-OPRD1 ag | PKA-R2B act | OPRM1-OPRD1 inv | V-ATPase pHluor | Arr AP2 block |
| --- | --- | --- | --- | --- | --- | --- | --- | --- | --- | --- |
| COCc1c(C(=O)OC)nnn1-c1ccc(C(F)(F)F)cc1[N+](=O)[O-] | 5 | 9 | 92 | 2 | 2 | 1.0 | -9 | -5 | -2 | -6 |
| S=C1NCN(Cc2ccco2)CN1CCc1ccccc1 | 0 | -10 | 108 | 9 | -6 | 0.4 | -5 | -2 | 1 | 18 |
| O=C(O)c1ccc2cc[nH]c2c1 | 2 | -6 | 101 | 14 | -5 | -2.6 | 7 | 14 | -4 | -2 |
| FC(F)(F)c1nc2ccccc2n1CCNc1nc(CN2CCCCC2)cs1 | nt | nt | nt | -7 | -1 | nt | 5 | nt | 2 | 23 |

Fetched one by one from the list above:
SMILES	HTR5A ag	HTR5A inv ag	Pemphigus Ab inh	PKA-R1A activ	DAGLB inh	OPRM1-OPRD1 ag	PKA-R2B act	OPRM1-OPRD1 inv	V-ATPase pHluor	Arr AP2 block
FC(F)(F)c1nc2ccccc2n1CCNc1nc(CN2CCCCC2)cs1	nt	nt	nt	-7	-1	nt	5	nt	2	23
S=C1NCN(Cc2ccco2)CN1CCc1ccccc1	0	-10	108	9	-6	0.4	-5	-2	1	18
O=C(O)c1ccc2cc[nH]c2c1	2	-6	101	14	-5	-2.6	7	14	-4	-2
